# GC-A act – GC-A (human) enzyme activation; activation, % at 10 µM; HEK293 GC-A cells, cGMP TR-FRET, EC30 ANP; 0% at EC30 ANP, 100% saturating ANP; 370,000 tested, 0.14% active; in the data active means activation above about 40%
# hgDAF-12 ag – activates the H. glycines DAF-12 receptor ligand-binding domain. AID 687014. activation, % at 6.8 µM. HEK293 GAL4-hgDAF12 UAS-luciferase reporter, agonist luminescence; normalized to butyrate control. 370,000 tested, 1.8% active;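 active means activation above a cutoff set at the mean of all screened compounds plus 3 SD, cut at about 10% in these data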;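 further: 0% = DMSO wells and 100% = sodium butyrate wells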
# ssDAF-12 act – S. stercoralis DAF-12 activation, primary screen; 370,000 tested, 1% active; activation, % at 6.8 µM; HEK293 ssDAF-12/GRIP1 lit1-tk-luc reporter, luminescence; % of 3 µM dafachronic acid response;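 active means activation above the mean over all tested compounds plus 3 SD, cut at about 0.9% in these data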;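 further: 0% = DMSO-only wells and 100% = 3 µM delta7-dafachronic acid wells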
# DAX1 inh-1 – inhibitors of human orphan nuclear receptor DAX1 (NR0B1); P51843; HEK293 Gal4-DAX1 luciferase reporter, luminescence; inhibition, % at 6.75 µM; 340,000 tested, 0.99% active; AID 504766;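 active means inhibition above the mean over all tested compounds plus 3 SD, cut at about 4.2% in these data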;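 further: 0% = DAX1-transfected cells with DMSO and 100% = empty-vector control cells with DMSO; inhibition shows as a rise in luminescence from relieved DAX1 repression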
# Target sequence (P51843 207-470 limits assumed): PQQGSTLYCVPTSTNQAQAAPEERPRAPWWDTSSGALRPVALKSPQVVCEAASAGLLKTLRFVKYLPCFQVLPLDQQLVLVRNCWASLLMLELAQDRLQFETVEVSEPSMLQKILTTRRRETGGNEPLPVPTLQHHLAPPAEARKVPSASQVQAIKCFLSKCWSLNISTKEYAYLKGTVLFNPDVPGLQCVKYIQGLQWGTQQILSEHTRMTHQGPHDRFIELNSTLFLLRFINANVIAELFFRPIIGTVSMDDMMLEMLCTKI
# PG9 Ab binder – PG9 antibody binding by small molecule. TR-FRET gp120-PG9 antibody binding. inhibition, % at 6.7 µM. 360,000 tested, 0.43% active. AID 624416; in the data active means inhibition above about 8.5%
# ADAM17 inh – inhibits human ADAM17 | recombinant ADAM17, EDANS/DABCYL FRET peptide cleavage | inhibition, % at 6.95 µM | 370,000 tested, 0.83% active | AID 720648;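 active means inhibition above the mean of compounds lying between control limits plus 3 SD, set per campaign, cut at about 8.5% in these data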;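 further: 0% = DMSO-only wells as the low control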
# FXN GAA850 act – activators of GAA850 frataxin (FXN) promoter | HEK293 lucGAA850 FXN promoter luciferase reporter, 24 h; percent of 10 µM SAHA response | activation, % at 6 µM | 360,000 tested, 0.56% active | AID 540364;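 active means activation above the average of all compounds screened plus 3 SD, cutoff fixed separately per campaign, cut at about 7.5% in these data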;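 further: 0% = DMSO wells and 100% = 10 µM SAHA wells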
# hcDAF-12 act – H. contortus DAF-12 activation, primary screen. HEK293 hcDAF-12 lit1-tk-luc reporter, luminescence; 0% DMSO, 100% Δ7-dafachronic acid. activation, % at 6.8 µM. 370,000 tested, 1.4% active. AID 652067;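 active means activation above the mean of all tested compounds plus 3 SD, cut at about 5.5% in these data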;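 further: 100% = response to 3 µM Δ7-dafachronic acid high control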
# SMARCA2 act – increases SMARCA2 function in MMTV reporter cells | MG213 cells, MMTV-luciferase reporter, dexamethasone, overnight | activation, % at 9.1 µM | 370,000 tested, 1% active | AID 652017; in the data active means activation above about 7.8%;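 further: 0% = vehicle wells and 100% = reference activator wells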
# DAX1 inh-2 – DAX1 (NR0B1) inhibition, primary screen; HEK293T StAR-luciferase reporter, SF-1/DAX-1 repression relief; inhibition, % at 6.8 µM; 370,000 tested, 1.1% active; AID 652010;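 active means inhibition above the mean over all tested compounds plus 3 SD, cut at about 3.6% in these data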;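 further: 0% = DAX-1 cells with DMSO and 100% = cells lacking DAX-1 with DMSO; higher inhibition means more luminescence from relief of DAX-1 repression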
# ADAM10 inh – inhibits human ADAM10 | O14672 | recombinant ADAM10, EDANS/DABCYL FRET peptide cleavage, 3 h | inhibition, % at 7 µM | 370,000 tested, 0.62% active;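 active means inhibition above a per-campaign cutoff equal to the mean of compounds falling between control-based bounds plus 3 SD, cut at about 20% in these data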;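 further: 0% = DMSO wells while the 100% control is not disclosed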
# Target sequence (O14672 214-748 limits assumed): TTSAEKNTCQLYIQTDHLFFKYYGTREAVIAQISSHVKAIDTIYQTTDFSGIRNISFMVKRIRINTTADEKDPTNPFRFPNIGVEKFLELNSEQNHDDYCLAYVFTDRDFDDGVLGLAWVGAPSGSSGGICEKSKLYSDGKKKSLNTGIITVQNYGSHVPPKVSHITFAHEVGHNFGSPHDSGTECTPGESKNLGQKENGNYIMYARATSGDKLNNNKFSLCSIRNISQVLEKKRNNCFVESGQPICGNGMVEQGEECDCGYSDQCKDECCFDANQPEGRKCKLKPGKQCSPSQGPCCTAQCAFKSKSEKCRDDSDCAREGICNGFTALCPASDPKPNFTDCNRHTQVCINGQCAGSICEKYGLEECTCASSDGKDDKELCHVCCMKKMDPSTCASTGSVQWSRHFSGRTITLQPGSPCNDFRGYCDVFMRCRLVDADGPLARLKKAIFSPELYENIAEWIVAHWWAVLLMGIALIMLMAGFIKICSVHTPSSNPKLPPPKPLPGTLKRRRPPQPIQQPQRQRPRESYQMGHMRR
# Numbers without * were called inactive; nt = no result given. An unsorted share of the library; any-hit rate near 6.8%.
cpd	molecule	GC-A act	hgDAF-12 ag	ssDAF-12 act	DAX1 inh-1	PG9 Ab binder	ADAM17 inh
1	CCNc1ccc(S(N)(=O)=O)cc1[N+](=O)[O-]	0	2.2	-0.2	1.0	0.9	-1
2	CC(=O)n1nc(-c2ccco2)nc1N	3	2.0	-1.1	0.2	0.5	-6
3	COC(=O)c1ccc2nc(C)c(C)nc2c1	1	2.5	-1.5	0.0	0.1	1
4	CC(C)CCNC(=O)C1COC(O)(C(Cc2ccccc2)NC(=O)[C@@H](NC(=O)OCc2ccccc2)C(C)C)CN1 (stereo partly drawn)	-2	-2.1	0.0	nt	nt	-3
5	CC(=O)c1ccc(NC(=O)CCNC(=O)c2ccccc2Cl)cc1	4	-0.5	-1.7	-1.0	3.3	-5
6	CCn1c2ccccc2c2nnc(SCC(=O)N3CC(C)OC(C)C3)nc21 (stereo not drawn)	2	-4.0	-1.6	-0.3	0.4	-1
7	O=C(O/N=C1/CCSc2ccccc21)c1ccccc1	-3	2.1	-0.2	0.0	0.7	-1
8	Cc1ccc(CN2CCN(Cc3cccn3-c3ccc(Cl)cn3)CC2CCO)o1 (stereo not drawn)	-5	-3.1	-0.8	-0.9	0.3	-1
9	Cc1c(Cl)cccc1N(CC(=O)NC1CCCCC1)S(C)(=O)=O	-5	0.3	-1.3	0.4	-2.1	-2
10	O=C(OCC(=O)N1CCNC1=O)c1ccccc1Cl	5	8.3	-0.5	0.9	-0.8	-6
11	O=C(NCCO)/C(=C/c1cccc([N+](=O)[O-])c1)NC(=O)c1ccco1	0	-0.8	-0.9	0.8	-0.1	-1
12	Cc1c(Cl)cccc1NC(=S)NCc1ccc(Cl)cc1	2	-1.0	-1.1	1.2	1.4	1

cpd	FXN GAA850 act	hcDAF-12 act	SMARCA2 act	DAX1 inh-2	ADAM10 inh
1	-0.1	-1.2	-1	0.0	-4
2	-0.1	-0.6	0	0.3	-11
3	-1.9	0.8	3	0.1	5
4	nt	-0.1	nt	nt	-5
5	2.2	-1.5	-4	0.2	-2
6	0.0	-1.6	2	-0.1	3
7	-1.9	2.7	0	-0.2	4
8	1.4	0.7	-2	-0.5	-6
9	-0.1	-0.7	-7	0.7	4
10	2.2	1.6	2	0.8	-14
11	1.7	-1.9	-1	-0.3	-3
12	-0.1	-0.6	-1	0.1	4

# Rewritten with each value named: part of the list above
12	Cc1c(Cl)cccc1NC(=S)NCc1ccc(Cl)cc1
- GC-A act: 2
- hgDAF-12 ag: -1.0
- ssDAF-12 act: -1.1
- DAX1 inh-1: 1.2
- PG9 Ab binder: 1.4
- ADAM17 inh: 1
- FXN GAA850 act: -0.1
- hcDAF-12 act: -0.6
- SMARCA2 act: -1
- DAX1 inh-2: 0.1
- ADAM10 inh: 4
10	O=C(OCC(=O)N1CCNC1=O)c1ccccc1Cl
- GC-A act: 5
- hgDAF-12 ag: 8.3
- ssDAF-12 act: -0.5
- DAX1 inh-1: 0.9
- PG9 Ab binder: -0.8
- ADAM17 inh: -6
- FXN GAA850 act: 2.2
- hcDAF-12 act: 1.6
- SMARCA2 act: 2
- DAX1 inh-2: 0.8
- ADAM10 inh: -14
7	O=C(O/N=C1/CCSc2ccccc21)c1ccccc1
- GC-A act: -3
- hgDAF-12 ag: 2.1
- ssDAF-12 act: -0.2
- DAX1 inh-1: 0.0
- PG9 Ab binder: 0.7
- ADAM17 inh: -1
- FXN GAA850 act: -1.9
- hcDAF-12 act: 2.7
- SMARCA2 act: 0
- DAX1 inh-2: -0.2
- ADAM10 inh: 4
1	CCNc1ccc(S(N)(=O)=O)cc1[N+](=O)[O-]
- GC-A act: 0
- hgDAF-12 ag: 2.2
- ssDAF-12 act: -0.2
- DAX1 inh-1: 1.0
- PG9 Ab binder: 0.9
- ADAM17 inh: -1
- FXN GAA850 act: -0.1
- hcDAF-12 act: -1.2
- SMARCA2 act: -1
- DAX1 inh-2: 0.0
- ADAM10 inh: -4

# Limited to GC-A act and ssDAF-12 act (2 entries from above):
no. | SMILES | GC-A act | ssDAF-12 act
2 | CC(=O)n1nc(-c2ccco2)nc1N | 3 | -1.1
3 | COC(=O)c1ccc2nc(C)c(C)nc2c1 | 1 | -1.5

# Later entries
cpd	molecule	GC-A act	hgDAF-12 ag	ssDAF-12 act	DAX1 inh-1	PG9 Ab binder	ADAM17 inh
13	CCOc1ccc(-c2ccc(SCC(=O)Nc3nnc(CC)s3)nn2)cc1	2	13*	0.2	2.9	-1.5	-3
14	CCCCC(=O)NN(C)c1nc(-c2ccccc2)nnc1C(F)(F)F	1	-1.2	-1.3	0.8	-0.1	0
15	COC(=O)C1=[N+]([O-])OC(C(=O)OC)C1c1c[nH]c2ccccc12 (stereo not drawn)	-3	1.3	0.1	-0.3	-2.6	-4
16	COc1ccccc1C(=O)Nc1ccnn1C1CCN(Cc2ncc[nH]2)CC1	3	-0.5	-0.2	-0.1	-1.6	-6
17	CCOC(=O)CN1C(=O)/C(=C/c2ccc(Cl)cc2)Oc2ccccc21	5	-2.5	-1.1	-0.3	-2.5	-6
18	O=C(CNS(=O)(=O)c1cccs1)N1CCN(c2ccccn2)CC1	-4	0.0	-1.4	1.2	-3.2	-6
19	CCS(=O)(=O)c1ccc2oc(Nc3ccccc3C)nc2c1	-3	8.8	-1.0	-0.4	1.5	-5
20	O=C(O[C@H]1CC[C@@]23CCCN2C(=O)CCC[C@H]3C1)N1CCCC1	2	0.2	-1.2	nt	nt	-5
21	COc1cc(OC)c(OC)cc1CNCCSc1nnnn1C	-3	0.4	-2.0	-1.2	-1.4	-3
22	COC(=O)[C@H](Cc1ccccc1)NC(=O)[C@@]1(C)C[C@@H]1[C@@H](NC(=O)OCc1ccccc1)c1ccccc1	-1	0.9	-0.9	0.7	-1.0	3
23	O=C(COC(=O)c1ccc2c(c1)OCO2)NCc1ccc(Cl)cc1	1	0.2	-0.1	0.2	12*	-3
24	CCOc1cccc(C=NNC(=O)C(=O)Nc2cccc(C(F)(F)F)c2)c1O	-4	-2.8	-1.8	nt	-0.8	1

cpd	FXN GAA850 act	hcDAF-12 act	SMARCA2 act	DAX1 inh-2	ADAM10 inh
13	6.8	1.9	3	3.7*	0
14	-0.3	0.3	-2	-0.4	5
15	0.9	4.7	5	0.1	0
16	1.5	-0.2	-1	-0.1	-13
17	-1.2	0.0	-5	-0.4	-10
18	0.8	-2.2	0	0.5	-4
19	5.2	2.3	3	1.1	-4
20	nt	0.5	nt	nt	-8
21	-2.2	-2.1	-2	1.3	-9
22	0.0	-1.6	-1	-0.4	13
23	0.6	-2.0	-3	0.4	-7
24	nt	-1.9	-6	0.1	3

# Further structures:
cpd	molecule	GC-A act	hgDAF-12 ag	ssDAF-12 act	DAX1 inh-1	PG9 Ab binder	ADAM17 inh
25	O=C(NCCc1ccc(O)c(O)c1)C1COc2ccccc2O1 (stereo not drawn)	-2	-2.1	-1.0	-0.4	-0.3	-1
26	CCc1nc(SCc2ccc(F)cc2)[nH]c(=O)c1C#N	-3	-2.5	-0.7	2.4	-0.1	0
27	C[C@]12c3[nH]c4ccccc4c3CCN1C(=O)C(CC(=O)NCCN1CCOCC1)C[C@@H]2C(=O)N1CCCCC1 (stereo partly drawn)	3	0.3	-0.2	0.0	0.7	-3
28	Cc1cc(NC(=O)CCC(=O)N(Cc2ccco2)C2(C(=O)NC3CCCCC3)CCN(C)CC2)no1	7	-1.1	-0.1	-0.9	0.7	1
29	O=C(NNC(=O)C12CC3CC(CC(C3)C1)C2)[C@@H]1C[C@H]1c1ccccc1	0	-0.4	-1.7	0.2	1.0	-2
30	Cc1cccn2c(=O)c3cc(C#N)c(=N)n(Cc4cccnc4)c3nc12	2	2.3	-0.9	0.8	-0.6	-30
31	O=C(CSc1n[nH]c(=O)n1-c1ccccc1)Nc1ccccc1C(F)(F)F	-2	0.0	-0.3	0.1	0.5	-1
32	Nn1c(SCC(=O)Nc2ccc(OCc3ccccc3)cc2)nnc1-c1cc(-c2ccccc2)n[nH]1	-7	0.1	-0.8	nt	nt	0
33	COc1cccc(CC2(CO)CCN(CC3=CC[C@H]4C[C@@H]3C4(C)C)CC2)c1	-5	2.2	-1.0	1.9	-0.1	-3
34	CN(C)S(=O)(=O)c1ccc(NC(=O)c2ccc([N+](=O)[O-])cc2)cc1	2	-3.3	-1.4	1.3	-0.5	-2
35	CCC1(c2ccccc2)NC(=O)N(CC(=O)N(C)CC(=O)Nc2cccc(OC)c2)C1=O (stereo not drawn)	2	-0.1	-0.5	-1.0	0.8	-1
36	Fc1ccc(C2CC(c3ccccc3)Nc3ncnn32)cc1 (stereo not drawn)	1	-3.2	0.2	1.1	-2.0	-2

cpd	FXN GAA850 act	hcDAF-12 act	SMARCA2 act	DAX1 inh-2	ADAM10 inh
25	8.8*	0.9	-4	-0.3	2
26	0.9	-2.5	0	-0.1	-6
27	0.3	-0.3	-3	0.1	-2
28	1.4	0.2	-1	-0.6	2
29	-0.8	2.0	-2	0.6	-2
30	2.8	-0.8	-1	0.2	-72
31	-0.9	-0.9	-2	-0.2	-2
32	nt	-0.1	-2	-2.3	6
33	-2.4	-1.4	2	0.3	2
34	-0.2	-2.4	-5	-0.3	-3
35	1.0	-0.6	2	0.1	2
36	1.1	-0.7	1	0.3	-4

# Next section.
cpd	molecule	GC-A act	hgDAF-12 ag	ssDAF-12 act	DAX1 inh-1	PG9 Ab binder	ADAM17 inh
37	CCOC(=O)c1c(NC(=O)CN2C(=O)NC3(CCC(C)CC3)C2=O)sc(C)c1-c1ccc(C)cc1 (stereo not drawn)	-1	1.0	-1.2	2.1	-0.6	2
38	COc1ccc(CCNC(=O)Cn2c(=O)cnc3ccccc32)cc1	-1	-0.7	-0.8	0.6	-0.4	-7
39	CCOC(=O)c1c(CSc2nc(C)cc(C)c2C#N)n(C)c2cc(Br)c(OC(C)=O)cc12	4	1.4	-0.4	1.1	-2.2	1
40	O=C(Nc1ccc(-n2cnnn2)cc1)c1cccc(S(=O)(=O)N2CCCC2)c1	0	-5.2	-1.9	-1.0	-0.5	-2
41	C/C(=N\NC(=O)C(O)c1ccccc1)c1ccc(Br)s1 (stereo not drawn)	-5	1.9	-0.6	-0.9	-0.9	1
42	Cc1cc(C(=O)Nc2c(F)cc(F)cc2Br)n(-c2ccccc2)n1	3	0.0	-1.2	0.8	0.0	-4
43	Cc1ccc(C(=O)COC(=O)c2ccco2)cc1C	3	2.5	1.0*	0.9	-1.0	-6
44	CCC(C(=O)OCC(=O)NC(=O)c1ccccc1)c1ccccc1 (stereo not drawn)	2	1.6	-1.2	-0.5	0.9	-1
45	Cc1cc(NC(=O)c2ccc([N+](=O)[O-])cc2)n(C)n1	0	1.0	-1.1	nt	-1.0	-5

cpd	FXN GAA850 act	hcDAF-12 act	SMARCA2 act	DAX1 inh-2	ADAM10 inh
37	0.1	-1.0	-2	-0.1	-11
38	0.7	-1.1	-1	0.0	-24
39	1.0	0.2	-2	0.3	-9
40	1.4	-2.4	-2	-2.2	3
41	3.8	2.0	-1	-0.3	4
42	0.7	-1.3	-3	-0.4	-4
43	3.2	0.4	2	-1.3	-11
44	-2.2	-1.8	-2	0.6	6
45	0.3	-1.0	-2	0.0	-7

# Screens as filed in PubChem.
